Bioassay records as filed in PubChem.
DENV2 CPE = inhibitors of DENV2 cytopathic effect, primary screen, cell-based, plate reader, single concentration | actives 1.7% (n = 350,000) | CPE inhibition, % at 9.99 µM | DENV2-infected cells, cytopathic effect rescue | AID 651640, 2012; in the data active = CPE inhibition above about 20%, passing the limit was not always enough; inconclusive = no clear call, values can overlap the other calls; tested in BHK-21 cells;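 note: 0% = median of neutral control wells and 100% = median of positive control wells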
ERp5 block = inhibitors of ERp5-driven insulin aggregation, primary screen, biochemical, turbidity, absorbance 650 nm, single point | actives 0.05% (n = 350,000) | inhibition, % at 9.99 µM | 90 min | AID 651711, 2012;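 active = mean replicate inhibition above about 25%, with every replicate also reaching it, limit read from the data, passing the limit was not always enough; inconclusive = only one of those two criteria met; inactive = neither criterion met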
miR122 inh = miR-122 Renilla sensor signal increase in Huh7, primary screen, miR-122 inhibitor project, cell-based, single point, plate reader | Huh7 miR-122 Renilla luciferase sensor, 48 h; neutral wells = 0, positive control = 100 | activation (reporter increase), % at 12.5 µM | actives 0.3% (n = 340,000);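 active = mean replicate activation score at least 90 and every replicate individually at or above 90; inconclusive = only one of the two criteria met; inactive = neither criterion met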;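 note: higher luciferase means less miR-122 activity so hits act as miR-122 inhibitors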
SIRT5 inh = SIRT5 desuccinylase inhibitors, primary screen, biochemical, fluorescence imaging, single point, set 5; NAD-dependent protein deacylase sirtuin-5, mitochondrial (Homo sapiens), Q9NXA8; Purified SirT5, succinyl-peptide AMC, trypsin-coupled fluorescence; inhibition, % at 15 µM; actives 1.1% (n = 330,000); in the data active = inhibition above about 15%; inconclusive = no clear call, values can overlap the other calls
CASP6 VEID inh = human caspase-6 inhibitors, primary screen, biochemical, VEID-R110 fluorescence, single point, set 2. P55212. actives 0.53% (n = 350,000). purified caspase-6, Z-VEID-R110 cleavage fluorescence. inhibition, % at 12.5 µM;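 active = mean inhibition across replicates at least about 35%, with every replicate also reaching that limit, limit read from the data; inconclusive = only one of the two criteria met; inactive = neither criterion met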;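 note: 0% = median of neutral control wells and 100% = no fluorescence left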
ERAP1 HTS inh = human ERAP1 aminopeptidase inhibitors, primary screen, biochemical, single point, plate reader. Endoplasmic reticulum aminopeptidase 1 (Homo sapiens), Q9NZ08. inhibition, % at 10.7 µM. recombinant ERAP1, Leu-AMC fluorescence, 60 min. actives 0.15% (n = 340,000);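 active = mean replicate inhibition of at least 30%, or all replicates individually reaching that 30% level; inactive = mean below 30% and not every replicate reaching it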;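 note: 0% = neutral control wells and 100% = L-leucinethiol positive control wells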
Target sequence (Q9NZ08 whole entry, looked up): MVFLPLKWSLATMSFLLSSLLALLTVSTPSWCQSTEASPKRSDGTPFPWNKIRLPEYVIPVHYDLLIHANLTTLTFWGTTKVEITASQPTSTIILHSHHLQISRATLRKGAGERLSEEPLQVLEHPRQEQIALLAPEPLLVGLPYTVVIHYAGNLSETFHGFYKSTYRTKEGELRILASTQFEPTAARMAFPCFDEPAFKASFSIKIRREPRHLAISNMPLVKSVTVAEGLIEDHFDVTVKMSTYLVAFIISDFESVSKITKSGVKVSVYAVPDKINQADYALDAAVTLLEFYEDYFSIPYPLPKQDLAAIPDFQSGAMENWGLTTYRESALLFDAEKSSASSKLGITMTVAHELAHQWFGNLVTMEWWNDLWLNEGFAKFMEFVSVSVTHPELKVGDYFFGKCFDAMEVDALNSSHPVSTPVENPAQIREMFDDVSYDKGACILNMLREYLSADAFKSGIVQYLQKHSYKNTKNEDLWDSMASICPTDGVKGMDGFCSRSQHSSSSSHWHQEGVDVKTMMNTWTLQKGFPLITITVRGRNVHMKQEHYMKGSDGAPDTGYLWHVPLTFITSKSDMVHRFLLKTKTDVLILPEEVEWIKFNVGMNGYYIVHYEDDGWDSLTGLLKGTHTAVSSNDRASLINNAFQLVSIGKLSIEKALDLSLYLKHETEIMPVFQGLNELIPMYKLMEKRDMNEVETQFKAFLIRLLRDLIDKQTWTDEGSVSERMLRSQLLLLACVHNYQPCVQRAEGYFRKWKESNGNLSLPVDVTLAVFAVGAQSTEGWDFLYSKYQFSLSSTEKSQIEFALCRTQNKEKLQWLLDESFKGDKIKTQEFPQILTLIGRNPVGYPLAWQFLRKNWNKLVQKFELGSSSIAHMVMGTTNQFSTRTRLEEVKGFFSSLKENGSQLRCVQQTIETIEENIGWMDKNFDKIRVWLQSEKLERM
F508del corr = F508del CFTR correction, initial screen, CFBE line, single point. CFBE cells, YFP halide quenching; stimulated with forskolin plus potentiator P3; % fluorescence drop versus neutral controls. actives 0.36% (n = 350,000). activity (quench increase), % at 7.58 µM;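 active = mean added fluorescence quench of at least 8% versus neutral control, with both replicates also reaching 8%; inconclusive = only one of the mean or replicate conditions met; inactive = mean below 8% and not both replicates reaching 8%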;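 note: cells transiently co-express mutant CFTR-F508del with the halide-sensitive YFP; corrector assay measuring rescue of mutant channel to the surface after 24 h compound exposure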
Numbers without * were called inactive; ? = inconclusive; . = no result given; & = joins results of further samples; [ ] = remark or other dose.

no.	molecule	DENV2 CPE	ERp5 block	miR122 inh	SIRT5 inh	CASP6 VEID inh	ERAP1 HTS inh	F508del corr
1	O=C(NC1CCCc2ccccc21)c1cn2ccccc2n1 (stereo not drawn)	1	3	.	-9	0	1	3.0
2	O=C(Nc1ccc2c(c1)[C@H]1C[C@@H](CC(=O)N3CCOCC3)O[C@@H](CO)[C@H]1O2)c1cccnc1	2	-1	-6[16.7 µM]	-4	-4	-1	1.9
3	O=C(C1CC1)N1C[C@@H]2[C@H](c3ccccc31)[C@H](CO)N2C(=O)c1ccccc1F	16	4	17[16.7 µM]	-2	6	-1	1.4
4	O=C(Nc1cccc(F)c1)N1CCCCN2[C@@H](CO)[C@H](c3ccc(C#Cc4cccnc4)cc3)[C@@H]2C1	1	0	-4[16.7 µM]	0	-1	1	3.5
5	CN(C)C(=O)c1ccc(-c2cccc(-c3nc(C(=O)NC4CCC4)cc4c3[C@H](CCO)N([S@@](=O)C(C)(C)C)C4)c2)cc1	-5	-3	.	-3	-1	0	0.4
6	C[C@@H]1CN([C@@H](C)CO)C(=O)c2cc(NC(=O)Cc3cn(C)c4ccccc34)ccc2O[C@@H]1CN(C)Cc1ccc(Oc2ccccc2)cc1	?	6	19[16.7 µM]	19*	-1	-1	4.0
7	O=C(CN1CCN(c2ccccc2)CC1)Nc1ccccc1C(=O)NCCc1ccccc1	-8	-8	9	-6	0	-1	-2.1
8	CNC[C@@H]1Oc2c(NC(=O)C3CC3)cccc2C(=O)N([C@@H](C)CO)C[C@@H]1C	?	1	-4[16.7 µM]	.	-1	-3	-1.1
9	O=C(O)CCN1C(=O)c2ccc(NC(=O)COc3ccccc3)cc2C1=O	11	-3	0	-1	-2	-11	1.5
10	COC(=O)c1cc(C(=O)Nc2nc3ccccc3[nH]2)cc([N+](=O)[O-])c1	15	2	1	-1	-1	3	-2.3
11	CO[C@H]1CN(C)C(=O)c2ccc(NC(=O)C3CC3)cc2OC[C@@H](C)N(C(C)=O)C[C@@H]1C	15	6	.	0	0	0	4.9
12	Cn1c(=O)c2c(nc(Cl)n2CC(=O)N2CCCCC2)n(C)c1=O	-5	-1	2	-3	4	-2	-2.0
13	COC(=O)[C@H](Cc1ccccc1)NC(=O)/C=C/[C@H]1O[C@@H](n2ccc(=O)[nH]c2=O)[C@H](O)[C@@H]1O	?	-4	0	-3	2	-1	-1.9
14	C[C@@H]1CN([C@H](C)CO)S(=O)(=O)c2ccc(-c3cncnc3)cc2O[C@@H]1CN(C)C(=O)CN(C)C	-5	-1	-7[16.7 µM]	2	1	3	0.0
15	CSCCC(NC(=O)c1ccco1)C(=O)N1CCN(C(c2ccccc2)c2ccccc2)CC1 (stereo not drawn)	10	-8	-8	-4	2	-4	-1.4
16	COc1ccc(-c2cccc(N3CCN(c4ccccn4)CC3)n2)cc1OC	?	-3	0	.	-1	-3	1.9
17	O=C(CN1CCN(S(=O)(=O)c2ccc(Cl)cc2)CC1)NCc1cccs1	?	2	.	-26	-1	0	-1.6
18	Cc1ccc(NC(=O)c2noc(C(C)C)c2[N+](=O)[O-])cc1	-1	4	.	0	18	6	0.0
19	COc1ccc(CN(C)C[C@@H]2OCc3cnnn3CCCC(=O)N([C@H](C)CO)C[C@H]2C)cc1	-17&3	-10&-2	-2	5&-2	-1&-2	-2&0	-4.0&-2.3&-2.2
20	CN(C)C(=O)C[C@@H]1CC[C@H](NC(=O)C2CCOCC2)[C@H](CO)O1	5	-2	.	3	0	2	2.8
21	CC(=O)NC1C(=O)N=C(SCC(=O)Nc2c(C)cccc2C)NC1=O (stereo not drawn)	-5	-3	.	-4	0	-1	-2.1
22	CN(C)CCN(CC1CCCN(Cc2ccccc2F)C1)C(=O)c1ccc(F)cc1 (stereo not drawn)	9	0	-5	-6	-33	-3	1.7
23	CCCN(CC(=O)Nc1ccc(F)c(F)c1F)C(=O)c1ccc(=O)n(Cc2ccccc2)n1	-2	-6	.	-2	5	3	0.7
24	C[C@@H]1CN([C@@H](C)CO)C(=O)Cc2cc(NS(=O)(=O)c3ccc(Cl)cc3)ccc2O[C@H]1CN(C)S(=O)(=O)c1ccccc1	-8	1	2[16.7 µM]	3	-1	6	-1.6
25	CC(NC(=O)Cc1ccccc1)c1nc2ccccc2[nH]1 (stereo not drawn)	2	-5	.	2	-1	-7	1.9
26	COc1ccc2c(c1)CCc1cn3ncc(C#N)c3nc1-2	5	-1	.	.	-3	-15	4.3
27	O=C(Nc1cccc(Cl)c1)c1cncn1-c1ccc(F)cc1	-3	1	2	-2	1	-3	-1.3
28	CCn1c(SCC(=O)N/N=C\c2ccccc2OCC(=O)O)nnc1-c1ccc(Cl)cc1	1	4	1	1	23	-3	-0.3
29	N#C/C(=C\c1ccc(N2CCOCC2)o1)C(=O)NC1CCCCC1	?	3	-7	9	3	.	-0.8
30	COc1ccc(S(=O)(=O)N[C@@H]2CC[C@@H](CCn3cc(-c4ccccc4F)nn3)O[C@@H]2CO)cc1	-9	0	.	-2	1	-1	-0.8
31	O=C1CCCc2nc3c(cc21)C(O)Oc1c-3ccc2ccccc12 (stereo not drawn)	-7	10	5	-2	-1	1	-1.6
32	COc1ccc(CNCCCSc2ncccn2)c(OC)c1	15	-2	-2	-2	-54	-1	-0.4
33	COc1ccc(S(=O)(=O)N(C)C[C@H]2Oc3c(NC(=O)c4nc5ccccc5s4)cccc3C(=O)N([C@H](C)CO)C[C@@H]2C)cc1	-7	0	2[16.7 µM]	0	-1	0	0.2
34	C[C@H]1CN([C@@H](C)CO)C(=O)Cc2cc(NC(=O)C3CC3)ccc2O[C@H]1CN(C)Cc1ccccc1	1	-1	-10[16.7 µM]	-1	3	-1	1.3
35	CC(C)NC(=O)N(C)C[C@H]1Oc2cc(C#CC(C)(C)O)ccc2S(=O)(=O)N([C@@H](C)CO)C[C@H]1C	-2	-2	10[16.7 µM]	-5	2	-1	0.9
36	COc1ccc(CCN(CC(=O)NC(C)(C)C)C(=O)Cn2nnc(-c3ccc(C)o3)n2)cc1OC	0	-5	3	0	1	-1	-2.3
37	CCCC(=O)Nc1ccc2c(c1)C(=O)N(C)[C@H]1CC[C@H](CC(=O)NC3CCCC3)O[C@H]1CO2	0	4	17[16.7 µM]	-2	1	-1	-0.2
38	Cc1nc2ccc(NC(=O)Cc3c(F)cccc3Cl)cc2s1	11	11	.	-1	0	-3	-1.4
39	O=C(COC(=O)c1ccccc1)NC1CCCC1	2	6	-4	-14	-5	-1	0.1
40	COc1ccc([N+](=O)[O-])cc1N(CC(=O)N(C)C)S(C)(=O)=O	0	4	.	-2	2	-2	-0.4
41	COCC(=O)NC[C@H]1N[C@H](CO)[C@@H]1c1ccc(-c2ccccc2F)cc1	16	-2	-8[16.7 µM]	2	-1	2	4.4
42	N#C[C@H]1N[C@H](CO)[C@@H]1c1ccc(/C=C/c2ccccc2)cc1	-4&-1	2&5	.	1&2	-2&-3	-4&-2	0.8&-2.5
43	COc1ccc2cc(C#N)c(N3CCN(Cc4nnnn4CCC(C)C)CC3)nc2c1	.	-9	5	-2	1	-5	.
44	Cc1nn(C(=O)N(C)C)c(C)c1CN1C(=O)c2ccccc2C1=O	8	4	0	0	0	-5	-1.0
45	CC1CCCCN1C(=O)C(Cc1ccccc1)N1C(=O)C2CCCCC2C1=O (stereo not drawn)	-3	-2	.	-6	-5	1	0.8
46	Cc1ccccc1OCC(=O)Nc1cccc(S(=O)(=O)NC2=NCCCCC2)c1	3	0	6	0	3	3	-1.6
47	O=[N+]([O-])c1ccccc1N(CC1CO1)S(=O)(=O)c1ccccc1 (stereo not drawn)	-2	-40	-5	-3	7	-4	1.0
48	COc1cc(=O)[nH]c(SC(C)C(=O)Nc2cccc3ccccc23)n1 (stereo not drawn)	6	5	-1	75*	3	4	2.6
49	COc1ccc(C#Cc2cnc3c(c2)C(=O)N([C@H](C)CO)C[C@H](C)[C@@H](CN(C)C(=O)Nc2cccc(OC)c2)O3)cc1	8&-4	-2&0	-5	-1&-10	0&-1	-1&1	-4.6&1.2&2.1
50	Cc1ccc(NC(=O)CCC(=O)N/N=C/C=C/c2ccccc2)cc1	-9	0	.	-1	0	-4	-1.0

Some of the entries so far, with one line to a screen.
38: Cc1nc2ccc(NC(=O)Cc3c(F)cccc3Cl)cc2s1
44: Cc1nn(C(=O)N(C)C)c(C)c1CN1C(=O)c2ccccc2C1=O
entry no.	38	44
DENV2 CPE	11	8
ERp5 block	11	4
miR122 inh	.	0
SIRT5 inh	-1	0
CASP6 VEID inh	0	0
ERAP1 HTS inh	-3	-5
F508del corr	-1.4	-1.0

(list continues)
no.	molecule	DENV2 CPE	ERp5 block	miR122 inh	SIRT5 inh	CASP6 VEID inh	ERAP1 HTS inh	F508del corr
51	N#Cc1c(N2CCCC2)nsc1-c1ccccc1	.	3	-9	7	-1	0	.
52	COc1cc(/C=C2/C(=O)NN(c3ccc(Cl)cc3)C2=O)ccc1OC(=O)c1ccco1	7	-2	.	3	20	2	.
53	CC1CCC(NC(=O)C2COc3ccccc3O2)CC1 (stereo not drawn)	?	-3	.	-7	1	4	-2.3
54	CCOC(=O)N/N=C/C=C/c1ccccc1[N+](=O)[O-]	-2	2	-8	-3	-4	-1	-3.3
55	c1ccc(-c2nnc(N3CCCC3)nc2-c2ccccc2)cc1	9	-1	-3	-3	-2	-3	-2.3

5 records picked at random from those above:
no.	molecule	DENV2 CPE	ERp5 block	miR122 inh	SIRT5 inh	CASP6 VEID inh	ERAP1 HTS inh	F508del corr
11	CO[C@H]1CN(C)C(=O)c2ccc(NC(=O)C3CC3)cc2OC[C@@H](C)N(C(C)=O)C[C@@H]1C	15	6	.	0	0	0	4.9
4	O=C(Nc1cccc(F)c1)N1CCCCN2[C@@H](CO)[C@H](c3ccc(C#Cc4cccnc4)cc3)[C@@H]2C1	1	0	-4[16.7 µM]	0	-1	1	3.5
3	O=C(C1CC1)N1C[C@@H]2[C@H](c3ccccc31)[C@H](CO)N2C(=O)c1ccccc1F	16	4	17[16.7 µM]	-2	6	-1	1.4
26	COc1ccc2c(c1)CCc1cn3ncc(C#N)c3nc1-2	5	-1	.	.	-3	-15	4.3
39	O=C(COC(=O)c1ccccc1)NC1CCCC1	2	6	-4	-14	-5	-1	0.1
